Screens as filed in PubChem.
PLC-gamma1 inh: inhibitors of human phospholipase C gamma1. purified PLC-gamma1, fluorogenic substrate, fluorescence. hit rate 0.84% among 370,000. P19174. inhibition, % at 12.2 µM; in the data active = inhibition above about 9.5%
ADAM17 inh: ADAM17 inhibition, QFRET primary screen; recombinant ADAM17, EDANS/DABCYL FRET peptide cleavage; P78536; hit rate 0.83% among 370,000; inhibition, % at 6.95 µM;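 active = inhibition above the mean of compounds lying between control limits plus 3 SD, set per campaign, cut at about 8.5% in these data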;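 note: 0% = DMSO-only wells as the low control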
Rev-erbA mod: modulates human Rev-erb alpha binding to DNA | Rev-erbα–FITC-DNA binding, fluorescence polarization, 90 min | AID 1259318 | hit rate 0.79% among 370,000 | activity, % at 10 µM | P20393;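 active = activity above about 14%, limit read from the data; passing the limit was not always enough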;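 note: 0% = DMSO wells with 35 nM protein and 100% = DMSO wells with 750 nM protein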
PLC-beta3 inh: PLC-beta3 (human) inhibition, primary screen; Q01970; Purified PLC-beta3, fluorogenic substrate, fluorescence; inhibition, % at 12.2 µM; hit rate 0.18% among 370,000; in the data active = inhibition above about 11%;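 note: 0% = median of compound wells on plate and 100% = full blocker control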
SMARCA2 act: increases SMARCA2 function in MMTV reporter cells; hit rate 1% among 370,000; activation, % at 9.1 µM; MG213 cells, MMTV-luciferase reporter, dexamethasone, overnight; in the data active = activation above about 7.8%;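 note: 0% = vehicle wells and 100% = reference activator wells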
hgDAF12 agonist: hgDAF-12 agonism, primary luciferase screen | HEK293 GAL4-hgDAF12 UAS-luciferase reporter, agonist luminescence; normalized to butyrate control | activation, % at 6.8 µM | hit rate 1.8% among 370,000 | AID 687014;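 active = activation above a cutoff set at the mean of all screened compounds plus 3 SD, cut at about 10% in these data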;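 note: 0% = DMSO wells and 100% = sodium butyrate wells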
MBD2 DNA inh: blocks human MBD2 binding to methylated DNA; TR-FRET, MBD2 binding to methylated oligonucleotide; hit rate 0.31% among 370,000; inhibition, % at 4.4 µM; in the data active = inhibition above about 13%
Target sequence (Q9UBB5 whole entry, looked up): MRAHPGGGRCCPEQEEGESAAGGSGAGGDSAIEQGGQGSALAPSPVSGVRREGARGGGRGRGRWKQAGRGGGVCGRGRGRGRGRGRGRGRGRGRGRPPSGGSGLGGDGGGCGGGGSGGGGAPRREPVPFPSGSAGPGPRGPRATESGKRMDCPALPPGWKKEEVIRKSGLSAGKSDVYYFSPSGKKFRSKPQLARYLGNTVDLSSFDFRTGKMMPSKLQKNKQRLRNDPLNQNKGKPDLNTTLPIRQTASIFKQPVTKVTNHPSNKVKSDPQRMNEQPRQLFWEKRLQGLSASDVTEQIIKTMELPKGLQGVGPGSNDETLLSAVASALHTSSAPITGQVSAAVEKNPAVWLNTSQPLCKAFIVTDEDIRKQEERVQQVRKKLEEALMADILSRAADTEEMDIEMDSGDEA
DAX1 inh-1: inhibitors of human orphan nuclear receptor DAX1 (NR0B1) | P51843 | HEK293 Gal4-DAX1 luciferase reporter, luminescence | inhibition, % at 6.75 µM | hit rate 0.99% among 340,000 | AID 504766;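 active = inhibition above the mean over all tested compounds plus 3 SD, cut at about 4.2% in these data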;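 note: 0% = DAX1-transfected cells with DMSO and 100% = empty-vector control cells with DMSO; inhibition shows as a rise in luminescence from relieved DAX1 repression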
Target sequence (P51843 207-470 limits assumed): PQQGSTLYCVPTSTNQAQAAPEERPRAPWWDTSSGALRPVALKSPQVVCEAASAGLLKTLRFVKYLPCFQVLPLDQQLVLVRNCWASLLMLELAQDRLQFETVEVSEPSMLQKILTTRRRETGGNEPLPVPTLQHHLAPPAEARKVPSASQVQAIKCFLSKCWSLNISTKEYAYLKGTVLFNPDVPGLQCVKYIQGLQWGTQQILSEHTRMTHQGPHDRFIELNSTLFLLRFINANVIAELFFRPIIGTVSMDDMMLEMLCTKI
DAX1 inh-2: DAX1 (NR0B1) inhibition, primary screen; hit rate 1.1% among 370,000; inhibition, % at 6.8 µM; HEK293T StAR-luciferase reporter, SF-1/DAX-1 repression relief; AID 652010;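 active = inhibition above the mean over all tested compounds plus 3 SD, cut at about 3.6% in these data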;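 note: 0% = DAX-1 cells with DMSO and 100% = cells lacking DAX-1 with DMSO; higher inhibition means more luminescence from relief of DAX-1 repression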
hcDAF-12 act: activates DAF-12 receptor from parasite H. contortus; HEK293 hcDAF-12 lit1-tk-luc reporter, luminescence; 0% DMSO, 100% Δ7-dafachronic acid; activation, % at 6.8 µM; hit rate 1.4% among 370,000; AID 652067;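 active = activation above the mean of all tested compounds plus 3 SD, cut at about 5.5% in these data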;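 note: 100% = response to 3 µM Δ7-dafachronic acid high control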
ssDAF12 agonist: S. stercoralis DAF-12 activation, primary screen; hit rate 1% among 370,000; activation, % at 6.8 µM; HEK293 ssDAF-12/GRIP1 lit1-tk-luc reporter, luminescence; % of 3 µM dafachronic acid response;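 active = activation above the mean over all tested compounds plus 3 SD, cut at about 0.9% in these data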;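 note: 0% = DMSO-only wells and 100% = 3 µM delta7-dafachronic acid wells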
* marks the source's active call; other numbers are inactive results.

`Cc1ccc(Sc2ccc(CN3CCCC3)cc2[N+](=O)[O-])cc1` gave PLC-gamma1 inh 2, ADAM17 inh -4, Rev-erbA mod 0, PLC-beta3 inh -1, SMARCA2 act -1, hgDAF12 agonist -0.8, MBD2 DNA inh 5, DAX1 inh-1 -0.4, DAX1 inh-2 -1.0, hcDAF-12 act 0.5 and ssDAF12 agonist -1.6.
For C/C=C/C(=O)N1CC2(CC(c3cccc(NC(=O)/C(C)=C/C)c3)=NO2)C[C@H]1C(N)=O (stereo partly drawn) the results were PLC-gamma1 inh -1, ADAM17 inh 2, Rev-erbA mod 1, PLC-beta3 inh -1, SMARCA2 act 0, hgDAF12 agonist 0.9, MBD2 DNA inh -5, DAX1 inh-1 -0.8, DAX1 inh-2 0.3, hcDAF-12 act -1.2 and ssDAF12 agonist -1.3.
For O=C(NC12CCC(O)C(SC1)/C2=N/O)c1ccccc1 (stereo not drawn) the results were PLC-gamma1 inh -1, ADAM17 inh -2, Rev-erbA mod -4, PLC-beta3 inh 2, SMARCA2 act 2, hgDAF12 agonist 3.6, MBD2 DNA inh -5, DAX1 inh-1 0.6, DAX1 inh-2 1.4, hcDAF-12 act -0.5 and ssDAF12 agonist -1.3.
O=C(COC(=O)c1ccccc1-n1cnnn1)c1ccc(Br)cc1 was read as PLC-gamma1 inh -1, ADAM17 inh -6, Rev-erbA mod 4, PLC-beta3 inh -15, SMARCA2 act -1, hgDAF12 agonist -5.2, MBD2 DNA inh -1, DAX1 inh-1 0.6, DAX1 inh-2 -3.5, hcDAF-12 act -1.0 and ssDAF12 agonist -1.0.
CN(C)CCN1CCN(C2CN(Cc3cn(Cc4ccc(F)cc4)nn3)S(=O)(=O)C2)CC1 (stereo not drawn) was read as PLC-gamma1 inh -1, ADAM17 inh -6, Rev-erbA mod -2, PLC-beta3 inh -4, SMARCA2 act -3, hgDAF12 agonist 1.5, MBD2 DNA inh 10, DAX1 inh-2 0.2, hcDAF-12 act -0.7 and ssDAF12 agonist -1.2.
For COc1ccc(NC(=O)C2CC(c3ccc(OC)c(OC)c3)=NO2)cc1OC (stereo not drawn) the results were PLC-gamma1 inh -1, ADAM17 inh -1, Rev-erbA mod -6, PLC-beta3 inh 0, SMARCA2 act -1, hgDAF12 agonist -3.6, MBD2 DNA inh -3, DAX1 inh-1 0.2, DAX1 inh-2 -1.0, hcDAF-12 act -0.5 and ssDAF12 agonist -1.1.
For Cc1cc(N2CCN(c3nc4ccccc4s3)CC2)n2ncnc2n1 the results were PLC-gamma1 inh 2, ADAM17 inh -3, Rev-erbA mod 4, PLC-beta3 inh -1, SMARCA2 act -7, hgDAF12 agonist -8.7, MBD2 DNA inh 0, DAX1 inh-1 -3.7, DAX1 inh-2 -3.6, hcDAF-12 act -4.9 and ssDAF12 agonist -2.6.
O=C(/C=C/c1ccco1)OCn1nnc2ccccc2c1=O was read as PLC-gamma1 inh 0, ADAM17 inh 2, Rev-erbA mod 5, PLC-beta3 inh 6, SMARCA2 act -2, hgDAF12 agonist 2.9, MBD2 DNA inh 2, DAX1 inh-1 -1.3, DAX1 inh-2 0.3, hcDAF-12 act 0.3 and ssDAF12 agonist -1.3.
Cc1ccccc1C(=O)NC1CCN(Cc2nnnn2C(C)(C)C)CC1 was read as PLC-gamma1 inh 2, ADAM17 inh 0, Rev-erbA mod 6, PLC-beta3 inh 1, SMARCA2 act 0, hgDAF12 agonist -0.7, MBD2 DNA inh -4, DAX1 inh-1 2.5, DAX1 inh-2 -0.7, hcDAF-12 act -0.1 and ssDAF12 agonist -0.8.
O=C1Nc2cc(S(=O)(=O)N3CCCC3)ccc2N2CCCC12 (stereo not drawn) was read as PLC-gamma1 inh -69, ADAM17 inh -5, Rev-erbA mod -5, PLC-beta3 inh -88, SMARCA2 act 1, hgDAF12 agonist 1.2, MBD2 DNA inh -1, DAX1 inh-1 -1.2, DAX1 inh-2 -0.4, hcDAF-12 act -0.4 and ssDAF12 agonist -1.7.
COC(=O)c1ccc2nc(-c3ccc(Cl)cc3)c(Cc3cccc(Cl)c3)n2c1 was read as PLC-gamma1 inh -7, ADAM17 inh -4, Rev-erbA mod -2, PLC-beta3 inh -13, SMARCA2 act 4, hgDAF12 agonist 7.3, MBD2 DNA inh 5, DAX1 inh-2 1.3, hcDAF-12 act 1.7 and ssDAF12 agonist -0.5.
Cc1nnc(SCC(=O)N(Cc2ccccc2)C(C)C)n1-c1ccccc1 was read as PLC-gamma1 inh 4, ADAM17 inh 3, Rev-erbA mod 2, PLC-beta3 inh 3, SMARCA2 act 2, hgDAF12 agonist 0.8, MBD2 DNA inh -6, DAX1 inh-1 1.0, DAX1 inh-2 -0.1, hcDAF-12 act -1.5 and ssDAF12 agonist -1.2.
Screening COc1cc(C(=O)Nc2nccs2)c(Br)c(OC)c1OC returned PLC-gamma1 inh 1, ADAM17 inh -3, Rev-erbA mod 2, PLC-beta3 inh -1, SMARCA2 act -4, hgDAF12 agonist -2.8, MBD2 DNA inh -3, DAX1 inh-1 -1.9, DAX1 inh-2 -1.0, hcDAF-12 act -1.0 and ssDAF12 agonist -1.2.
`COc1ccc(S(=O)(=O)N2CCN(S(=O)(=O)c3ccc4c(c3)OCCO4)CC2)cc1C` gave PLC-gamma1 inh -6, ADAM17 inh -3, Rev-erbA mod -5, PLC-beta3 inh 2, SMARCA2 act 2, hgDAF12 agonist 0.6, MBD2 DNA inh 0, DAX1 inh-1 0.7, DAX1 inh-2 0.0, hcDAF-12 act -2.1 and ssDAF12 agonist -1.0.
For Cc1ccc(N/C=C(\[N+](=O)[O-])S(=O)(=O)c2ccccc2)cc1 the results were PLC-gamma1 inh 3, ADAM17 inh -2, Rev-erbA mod -2, PLC-beta3 inh -2, SMARCA2 act -2, hgDAF12 agonist 0.3, MBD2 DNA inh 3, DAX1 inh-1 1.1, DAX1 inh-2 0.8, hcDAF-12 act -1.4 and ssDAF12 agonist -1.3.
Screening CC1(C)Cc2nc(-c3ccccc3)nc(SCC(O)CO)c2CO1 (stereo not drawn) returned PLC-gamma1 inh -1, ADAM17 inh -6, Rev-erbA mod 1, PLC-beta3 inh -5, SMARCA2 act -6, hgDAF12 agonist -2.7, MBD2 DNA inh 5, DAX1 inh-2 -0.3, hcDAF-12 act -1.4 and ssDAF12 agonist -1.5.
`Cc1c(NC(=O)c2ccc3c4c(cccc24)CC3)c(=O)n(-c2ccccc2)n1C` gave PLC-gamma1 inh 1, ADAM17 inh 1, Rev-erbA mod 0, PLC-beta3 inh 3, SMARCA2 act -3, hgDAF12 agonist 0.0, MBD2 DNA inh -4, DAX1 inh-1 -0.6, DAX1 inh-2 -0.5, hcDAF-12 act -2.2 and ssDAF12 agonist -1.6.
For Cc1ccc(C)c(NC(=O)CN(C)C(=O)/C=C/c2ccco2)c1 the results were PLC-gamma1 inh 3, ADAM17 inh 3, Rev-erbA mod 0, PLC-beta3 inh 2, SMARCA2 act 0, hgDAF12 agonist 1.9, MBD2 DNA inh 3, DAX1 inh-1 1.6, DAX1 inh-2 0.3, hcDAF-12 act -0.8 and ssDAF12 agonist -1.4.
COc1cc(OC)c(C2C(C#N)=C(N)OC3=C2C(=O)CC(C)C3)cc1OC (stereo not drawn) was read as PLC-gamma1 inh -12, ADAM17 inh -5, Rev-erbA mod 0, PLC-beta3 inh -21, SMARCA2 act 0, hgDAF12 agonist -0.6, MBD2 DNA inh -3, DAX1 inh-1 1.4, DAX1 inh-2 -1.1, hcDAF-12 act 0.2 and ssDAF12 agonist -1.2.
For Cc1ccc(C)c(NC(=S)NCCc2ccc(S(N)(=O)=O)cc2)c1 the results were PLC-gamma1 inh -2, ADAM17 inh 1, Rev-erbA mod -2, PLC-beta3 inh 2, SMARCA2 act -2, hgDAF12 agonist -1.3, MBD2 DNA inh 1, DAX1 inh-1 0.5, DAX1 inh-2 -0.4, hcDAF-12 act -3.1 and ssDAF12 agonist -0.8.
Screening O=c1c2ccccc2nnn1Cc1cccc2ccccc12 returned PLC-gamma1 inh 5, ADAM17 inh 1, Rev-erbA mod 5, PLC-beta3 inh 3, SMARCA2 act 1, hgDAF12 agonist -3.0, MBD2 DNA inh -1, DAX1 inh-1 0.2, DAX1 inh-2 -0.2, hcDAF-12 act 0.2 and ssDAF12 agonist -1.7.
Cc1ccn2c(=O)nc(SCC(=O)NCc3ccc4c(c3)OCO4)nc2c1 was read as PLC-gamma1 inh -2, ADAM17 inh -2, Rev-erbA mod -6, PLC-beta3 inh -7, SMARCA2 act 0, hgDAF12 agonist -1.6, MBD2 DNA inh 2, DAX1 inh-1 1.0, DAX1 inh-2 0.0, hcDAF-12 act -0.5 and ssDAF12 agonist -1.2.
`CC(C)C1C(=O)N(Cc2cn(CCC3OCCCO3)nn2)CCS(=O)(=O)N1Cc1ccc(-c2ccncc2)cc1` (stereo not drawn) gave PLC-gamma1 inh 0, ADAM17 inh -4, Rev-erbA mod 0, PLC-beta3 inh 1, SMARCA2 act -3, hgDAF12 agonist 3.2, MBD2 DNA inh 3, DAX1 inh-1 0.6, DAX1 inh-2 -0.5, hcDAF-12 act -1.6 and ssDAF12 agonist -1.0.
`COC(=O)c1ccc2nc(-c3cccc(Cl)c3)c(Cc3ccccc3)n2c1` gave PLC-gamma1 inh -20, ADAM17 inh -9, Rev-erbA mod -3, PLC-beta3 inh -26, SMARCA2 act 2, hgDAF12 agonist 7.1, MBD2 DNA inh -2, DAX1 inh-2 0.3, hcDAF-12 act 3.7 and ssDAF12 agonist 0.4.
Screening CC1=NN(c2ccccc2)C(=O)/C1=C/c1ccc(-c2ccc(C)c(C(=O)O)c2)o1 returned PLC-gamma1 inh -1, ADAM17 inh -1, Rev-erbA mod -2, PLC-beta3 inh -8, SMARCA2 act 2, hgDAF12 agonist 0.4, MBD2 DNA inh -2, DAX1 inh-2 -0.1, hcDAF-12 act 0.3 and ssDAF12 agonist -1.1.
O=C(CC1SC(N2CCOCC2)=NC1=O)Nc1ccccc1Cl (stereo not drawn) was read as PLC-gamma1 inh -3, ADAM17 inh -6, Rev-erbA mod 5, PLC-beta3 inh -7, SMARCA2 act -4, hgDAF12 agonist -0.7, MBD2 DNA inh 5, DAX1 inh-1 0.1, DAX1 inh-2 0.6, hcDAF-12 act 0.1 and ssDAF12 agonist -0.7.

Structures from the list above that have a nitro group on carbon:
`Cc1ccc(Sc2ccc(CN3CCCC3)cc2[N+](=O)[O-])cc1` gave PLC-gamma1 inh 2, ADAM17 inh -4, Rev-erbA mod 0, PLC-beta3 inh -1, SMARCA2 act -1, hgDAF12 agonist -0.8, MBD2 DNA inh 5, DAX1 inh-1 -0.4, DAX1 inh-2 -1.0, hcDAF-12 act 0.5 and ssDAF12 agonist -1.6.
For Cc1ccc(N/C=C(\[N+](=O)[O-])S(=O)(=O)c2ccccc2)cc1 the results were PLC-gamma1 inh 3, ADAM17 inh -2, Rev-erbA mod -2, PLC-beta3 inh -2, SMARCA2 act -2, hgDAF12 agonist 0.3, MBD2 DNA inh 3, DAX1 inh-1 1.1, DAX1 inh-2 0.8, hcDAF-12 act -1.4 and ssDAF12 agonist -1.3.
